Screening results (PubChem)
CSM14.1 death rescue: protection against thapsigargin-triggered cell killing – 384-well, CSM14.1, ATP luminescence, primary screen (AID 1222) | 190,000 tested, under 10 active | one-dose cellular ATP content (survival), % at 20 µM; EC50 in µM for titrated hits | CSM14.1 thapsigargin-induced death rescue, ATP luminescence; higher % means a stronger effect;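 active = EC50 below 50 µM in the dose-response confirmation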;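 note: death triggered by thapsigargin at about 15 µM added after 2 h compound pretreatment; cell ATP read after overnight thapsigargin exposure of roughly 18 to 22 hours; normalized against plate controls of thapsigargin alone and 5% DMSO vehicle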
WT yeast gro inh: growth inhibition of WT yeast, mitochondrial fusion screen | 190,000 tested, 2.1% active | inhibition, % at 10 µM | mitochondrial fusion phenotypic screen, WT strain; in the data active = inhibition above about 58%; tested in S. cerevisiae
PMI inhibitors: inhibitors of human PMI, primary screen, biochemical, fluorescence intensity, coupled assay (AID 1209); inhibition, % at 20 µM; hits with a dose series show IC50 in µM; 190,000 tested, 0.42% active; purified PMI enzyme, coupled fluorescence intensity; higher % means a stronger effect;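 note: plate controls were DMSO vehicle for no effect and wells lacking substrate for full effect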
PMI inhibition: MPI inhibition at elevated mannose 6-phosphate – biochemical, fluorescence intensity, high mannose 6-phosphate, primary screen (AID 1220); 190,000 tested, 0.66% active; inhibition, % at 20 µM, or IC50 in µM where a hit was titrated; recombinant PMI enzyme, coupled fluorescence intensity; higher % means a stronger effect
P. falciparum M1AAP: malaria alanyl aminopeptidase activity blockers – biochemical, fluorogenic H-Leu-NHMec substrate, 1536-well (AID 1445); one-dose inhibition, % at 30 µM; IC50 in µM for titrated hits; 220,000 tested, 0.42% active; recombinant M1AAP, H-Leu-NHMec fluorogenic kinetic assay; higher % means a stronger effect;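 active = primary inhibition above the hit cutoff, then over 50% inhibition at one or more dose response concentrations, cut at about 23% in these data, passing the limit was not always enough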;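 note: plate controls were DMSO full reaction for no effect and no enzyme background for full effect; strong numbers were not always called active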
TNAP activation fold: stimulation of alkaline phosphatase TNAP activity – biochemical, luminescent, no phosphate acceptor, uHTS, primary screen (AID 1001). purified TNAP, luminescent activation assay, no phosphate acceptor; higher activation fold means a stronger effect. 200,000 tested, 0.03% active. activation fold at 20 µM; hits with a dose series show EC50 in µM; in the data active = activation fold from about 3, or a potency from the dose series; inactive = the rest, 99 in 100 with activation fold below about 1.6; note: many of its hits are not listed in these tables
Myeloid diff MLP: compounds promoting myeloid differentiation; calls only at 10 µM; 360,000 tested, 1% active; AID 624256; ER-HoxA9 myeloid progenitors, lysozyme-GFP differentiation, flow cytometry;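 active = normalized GFP-positive differentiation at or above the plate's own cutoff, the solvent-only control mean plus 3 SD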;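 note: cells exposed to compound for four days before flow analysis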
Lipid droplet: hepatic lipid droplet formation modulation. 240,000 tested, 0.4% active. AID 1656. inhibition, % at 6.5 µM. AML12 mouse hepatocytes, oleate lipid droplets, BODIPY imaging;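 active = lipid droplet intensity inhibited by at least 50%, with more than 500 cells counted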
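Test system: AML12 hepatocytes (mouse); reagent: oleate loading, 100 µM; dosing: one dose, 6.5 µM compound; incubation: overnight exposure; signal: fluorescence imaging, 20x objective, two fields per well; read-out basis: % inhibition of corrected integrated BODIPY droplet signal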
UTI89 phage lysis: protection from phage-mediated lysis, alamar blue read-out – E. coli UTI89, K1F phage, bacterial capsule biogenesis inhibitors (AID 488966) | E. coli UTI89 K1F phage lysis, alamar blue, 2 h; higher % means a stronger effect | inhibition, % at 100 µM, or IC50 in µM where a hit was titrated | 340,000 tested, 0.02% active;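 active = phage lysis inhibition, versus mean bacterial control, above a set limit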;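 note: capsule biogenesis inhibitors block K1F phage lysis so surviving cells raise fluorescence; higher fluorescence means more inhibition of phage lysis; actives were called in the ten point dose series up to 300 µM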
WT yeast gro inh mutant strain: recorded beside WT yeast gro inh, whose call it bears; inhibition, %; mitochondrial fusion phenotypic screen, mutant strain inhibition
Lipid droplet cells 6.5 µM: further read-out of Lipid droplet, marked with its call; cell count; measured here: cell count, cytotoxicity flag;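 cells counted across two imaged fields per well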
Myeloid diff MLP GFP+ MAC1+ %: further read-out of Myeloid diff MLP, marked with its call; GFP+ MAC1+ double positive, %; measured here: differentiation confirmed by MAC1 staining
* marks the source's active call; other numbers are inactive results. Cut-off read from the data, not from the text of the source, unless noted: active = inhibition above about 50%; inactive = the rest.

CCOC(=O)Cc1nc2ccccc2o1 was read as CSM14.1 death rescue -0.4%, WT yeast gro inh -9, PMI inhibitors -14%, PMI inhibition -14%, P. falciparum M1AAP -3%, TNAP activation fold 1.1, Lipid droplet -3, WT yeast gro inh mutant strain -3 and Lipid droplet cells 6.5 µM 709.
Screening Cc1cc(C)n2nc(CC(=O)NC3CCCCCCC3)nc2n1 returned CSM14.1 death rescue -0.1%, WT yeast gro inh -5, PMI inhibitors 6%, PMI inhibition 7%, P. falciparum M1AAP 2%, TNAP activation fold 1.1, Myeloid diff MLP inactive, UTI89 phage lysis 9.5%, WT yeast gro inh mutant strain -20 and Myeloid diff MLP GFP+ MAC1+ % 6.1.
For COc1cccc(OC)c1C(=O)Nc1cc(Cl)ccc1N1CCOCC1 the results were CSM14.1 death rescue -1.2%, WT yeast gro inh -7, PMI inhibitors 6%, PMI inhibition 2%, P. falciparum M1AAP 16%, TNAP activation fold 1.1, Myeloid diff MLP inactive, Lipid droplet -4, UTI89 phage lysis 1.8%, WT yeast gro inh mutant strain 1, Lipid droplet cells 6.5 µM 625 and Myeloid diff MLP GFP+ MAC1+ % 1.6.
O=C(O)COc1c(-c2ccc(Cl)cc2)oc2ccccc2c1=O was read as CSM14.1 death rescue 1.5%, WT yeast gro inh 8, PMI inhibitors -10%, PMI inhibition -6%, P. falciparum M1AAP 3%, TNAP activation fold 1.1, Myeloid diff MLP inactive, Lipid droplet -6, UTI89 phage lysis -0.6%, WT yeast gro inh mutant strain 13, Lipid droplet cells 6.5 µM 639 and Myeloid diff MLP GFP+ MAC1+ % 0.4.
Screening Cc1ccc(C)c(Cn2c(C(=O)OC(C)C)cc3c2ccn3C)c1 returned CSM14.1 death rescue -0.5%, WT yeast gro inh 0, PMI inhibitors 9%, PMI inhibition 17%, P. falciparum M1AAP 7%, TNAP activation fold 1, Myeloid diff MLP inactive, UTI89 phage lysis 0.0%, WT yeast gro inh mutant strain 22 and Myeloid diff MLP GFP+ MAC1+ % 0.4.
Screening CN(CC(=O)Nc1ccc(Cl)c(C(F)(F)F)c1)Cc1cc(=O)n2ccsc2n1 returned CSM14.1 death rescue -0.5%, WT yeast gro inh -8, PMI inhibitors -3%, PMI inhibition 2%, P. falciparum M1AAP 9%, TNAP activation fold 1, Myeloid diff MLP inactive, Lipid droplet -20, UTI89 phage lysis -0.3%, WT yeast gro inh mutant strain -5, Lipid droplet cells 6.5 µM 679 and Myeloid diff MLP GFP+ MAC1+ % 0.2.
`COc1ccc(Nc2nc(S(=O)(=O)c3ccc(C)cc3)c(Cl)s2)cc1` gave CSM14.1 death rescue 1.0%, WT yeast gro inh 57, PMI inhibitors 16%, PMI inhibition 14%, P. falciparum M1AAP 3%, TNAP activation fold 1.1, Myeloid diff MLP inactive, Lipid droplet -38, UTI89 phage lysis 0.3%, WT yeast gro inh mutant strain 11, Lipid droplet cells 6.5 µM 541 and Myeloid diff MLP GFP+ MAC1+ % 0.9.
`COc1cccc(Nc2n[nH]c(=S)s2)c1` gave CSM14.1 death rescue -2.1%, WT yeast gro inh -9, PMI inhibitors -49%, PMI inhibition -92%, P. falciparum M1AAP -4%, TNAP activation fold 1, Myeloid diff MLP inactive, Lipid droplet 6, UTI89 phage lysis -4.3%, WT yeast gro inh mutant strain -2, Lipid droplet cells 6.5 µM 586 and Myeloid diff MLP GFP+ MAC1+ % 0.4.
`Cc1noc(C)c1COc1ccc(CC(=O)NCc2ccccc2)cc1` gave CSM14.1 death rescue -0.9%, WT yeast gro inh -1, PMI inhibitors -2%, PMI inhibition 0%, P. falciparum M1AAP 7%, TNAP activation fold 1, Lipid droplet -16, UTI89 phage lysis 0.5%, WT yeast gro inh mutant strain -12 and Lipid droplet cells 6.5 µM 456.
For CC1CCN(c2cc(N(C)CCO)c([N+](=O)[O-])c3nonc23)CC1 the results were CSM14.1 death rescue -1.9%, WT yeast gro inh -8, PMI inhibitors 16%, PMI inhibition 51%*, P. falciparum M1AAP 15%, TNAP activation fold 0.8, Myeloid diff MLP inactive, Lipid droplet -4, UTI89 phage lysis 0.1%, WT yeast gro inh mutant strain 26, Lipid droplet cells 6.5 µM 759 and Myeloid diff MLP GFP+ MAC1+ % 0.8.
COc1cc(C(=O)NCC(C)C)cc(OC)c1OC was read as CSM14.1 death rescue -0.6%, WT yeast gro inh -6, PMI inhibitors -8%, PMI inhibition -10%, P. falciparum M1AAP 15%, TNAP activation fold 1, Myeloid diff MLP inactive, Lipid droplet -8, UTI89 phage lysis 0.7%, WT yeast gro inh mutant strain -28, Lipid droplet cells 6.5 µM 732 and Myeloid diff MLP GFP+ MAC1+ % 1.1.
For O=C(CO/N=C/c1ccccc1OC(F)F)N1CCc2ccccc21 the results were CSM14.1 death rescue -3.1%, WT yeast gro inh 5, PMI inhibitors 11%, PMI inhibition -4%, P. falciparum M1AAP 0%, TNAP activation fold 1.2, Myeloid diff MLP inactive, Lipid droplet -2, UTI89 phage lysis 0.0%, WT yeast gro inh mutant strain 4, Lipid droplet cells 6.5 µM 598 and Myeloid diff MLP GFP+ MAC1+ % 0.4.
`Cc1ccc(NC(=S)NNC(=O)c2nn(C)cc2Cl)cc1` gave CSM14.1 death rescue 0.2%, WT yeast gro inh 3, PMI inhibitors -13%, PMI inhibition -16%, P. falciparum M1AAP -9%, Myeloid diff MLP inactive, UTI89 phage lysis 10%, WT yeast gro inh mutant strain 11 and Myeloid diff MLP GFP+ MAC1+ % 0.2.
For Cc1ccc(F)cc1NC(=O)C1CC(=O)N(CCc2ccccc2)C1 (stereo unspecified) the results were CSM14.1 death rescue -1.1%, WT yeast gro inh -6, PMI inhibitors -7%, PMI inhibition -6%, P. falciparum M1AAP 0%, TNAP activation fold 1, Myeloid diff MLP inactive, Lipid droplet -1, UTI89 phage lysis 0.6%, WT yeast gro inh mutant strain -7, Lipid droplet cells 6.5 µM 690 and Myeloid diff MLP GFP+ MAC1+ % 0.8.
Screening Cc1ccn2cc(-c3cccc([N+](=O)[O-])c3)nc2c1 returned CSM14.1 death rescue -2.5%, WT yeast gro inh 15, PMI inhibitors 10%, PMI inhibition -2%, P. falciparum M1AAP 3%, TNAP activation fold 1, Myeloid diff MLP inactive, Lipid droplet 3, UTI89 phage lysis 0.3%, WT yeast gro inh mutant strain 19, Lipid droplet cells 6.5 µM 723 and Myeloid diff MLP GFP+ MAC1+ % 1.0.
C=CCN(c1ccc(Cl)cc1)S(=O)(=O)c1cccc(C(=O)OCC(=O)N(C)C)c1 was read as CSM14.1 death rescue -1.5%, WT yeast gro inh -13, PMI inhibitors -7%, PMI inhibition -9%, P. falciparum M1AAP 3%, TNAP activation fold 1, Myeloid diff MLP inactive, Lipid droplet -18, UTI89 phage lysis 0.0%, WT yeast gro inh mutant strain -22, Lipid droplet cells 6.5 µM 669 and Myeloid diff MLP GFP+ MAC1+ % 0.4.
O=c1c2c3c(sc2nc(NCCOCCO)n1Cc1ccco1)CCCCC3 was read as P. falciparum M1AAP 8%, Myeloid diff MLP inactive, Lipid droplet -4, UTI89 phage lysis 0.4%, Lipid droplet cells 6.5 µM 760 and Myeloid diff MLP GFP+ MAC1+ % 1.0.
Screening CCOc1cc2c(cc1OCC)C(c1ccc(OC)c(OC)c1)N(c1ccc(C(=O)O)cc1)C(=O)C2 (stereo unspecified) returned CSM14.1 death rescue -1.2%, WT yeast gro inh 6, PMI inhibitors -4%, PMI inhibition 13%, P. falciparum M1AAP -3%, TNAP activation fold 1.1, Myeloid diff MLP inactive, Lipid droplet 3, UTI89 phage lysis -0.2%, WT yeast gro inh mutant strain -7, Lipid droplet cells 6.5 µM 725 and Myeloid diff MLP GFP+ MAC1+ % 0.7.
`Cc1cc2cc(CNC(=O)c3cccc([N+](=O)[O-])c3)ccc2n1C` gave CSM14.1 death rescue -3.1%, WT yeast gro inh 2, PMI inhibitors -2%, PMI inhibition -6%, P. falciparum M1AAP 2%, TNAP activation fold 1, Myeloid diff MLP inactive, Lipid droplet -4, UTI89 phage lysis 2.1%, WT yeast gro inh mutant strain -20, Lipid droplet cells 6.5 µM 707 and Myeloid diff MLP GFP+ MAC1+ % 3.7.
Screening Cc1nc2ncnn2c(C)c1CCC(=O)NCCc1ccccc1 returned CSM14.1 death rescue 1.6%, WT yeast gro inh 8, PMI inhibitors -4%, PMI inhibition -18%, P. falciparum M1AAP 5%, TNAP activation fold 1, Myeloid diff MLP inactive, Lipid droplet 2, UTI89 phage lysis 0.1%, WT yeast gro inh mutant strain -2, Lipid droplet cells 6.5 µM 741 and Myeloid diff MLP GFP+ MAC1+ % 1.6.
`COc1ccc(NC(=O)C2CCN(C(=O)c3ccccc3)CC2)cc1OC` gave CSM14.1 death rescue -1.8%, WT yeast gro inh -2, PMI inhibitors 0%, PMI inhibition 8%, P. falciparum M1AAP 10%, TNAP activation fold 1.1, Myeloid diff MLP inactive, UTI89 phage lysis 4.5%, WT yeast gro inh mutant strain -16 and Myeloid diff MLP GFP+ MAC1+ % 1.7.
`N#Cc1c(Nc2ccc(F)cc2)sc(C(=O)c2ccc(F)cc2)c1N` gave CSM14.1 death rescue -1.2%, WT yeast gro inh -2, PMI inhibitors -10%, PMI inhibition -12%, P. falciparum M1AAP 5%, TNAP activation fold 1.1, Myeloid diff MLP inactive, UTI89 phage lysis 0.1%, WT yeast gro inh mutant strain -2 and Myeloid diff MLP GFP+ MAC1+ % 5.2.
Screening O=C(CCC1CCCN(C(=O)c2ccc3[nH]ccc3c2)C1)N1CCN(c2ccccn2)CC1 (stereo unspecified) returned CSM14.1 death rescue 0.0%, WT yeast gro inh 0, PMI inhibitors -2%, PMI inhibition 0%, P. falciparum M1AAP 2%, TNAP activation fold 1.1, Myeloid diff MLP inactive, Lipid droplet -14, UTI89 phage lysis 0.1%, WT yeast gro inh mutant strain 4, Lipid droplet cells 6.5 µM 712 and Myeloid diff MLP GFP+ MAC1+ % 0.4.
Screening COc1ccc(C(=O)N/C(=C\c2ccc([N+](=O)[O-])cc2)C(=O)NC(CCSC)C(=O)O)cc1 (stereo unspecified) returned CSM14.1 death rescue 0.3%, WT yeast gro inh -4, PMI inhibitors -6%, PMI inhibition -6%, P. falciparum M1AAP 10%, TNAP activation fold 1, Myeloid diff MLP inactive, Lipid droplet -4, UTI89 phage lysis -0.3%, WT yeast gro inh mutant strain -5, Lipid droplet cells 6.5 µM 714 and Myeloid diff MLP GFP+ MAC1+ % 0.6.
